Compound activity deposited in PubChem BioAssay by several laboratories.
CHT allo act = allosterically activates the human high affinity choline transporter | AID 488977 | actives 0.49% (n = 310,000) | B-score at 10 µM | CHT-expressing cells, membrane potential dye, choline EC20; hits give high values; LV-AA mutant CHT in HEK293 cells;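 active = initial fluorescence not abnormally high and integrated response B-score, plate-corrected, over 3 SD above library mean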
Target sequence (Q9GZV3 whole entry, looked up): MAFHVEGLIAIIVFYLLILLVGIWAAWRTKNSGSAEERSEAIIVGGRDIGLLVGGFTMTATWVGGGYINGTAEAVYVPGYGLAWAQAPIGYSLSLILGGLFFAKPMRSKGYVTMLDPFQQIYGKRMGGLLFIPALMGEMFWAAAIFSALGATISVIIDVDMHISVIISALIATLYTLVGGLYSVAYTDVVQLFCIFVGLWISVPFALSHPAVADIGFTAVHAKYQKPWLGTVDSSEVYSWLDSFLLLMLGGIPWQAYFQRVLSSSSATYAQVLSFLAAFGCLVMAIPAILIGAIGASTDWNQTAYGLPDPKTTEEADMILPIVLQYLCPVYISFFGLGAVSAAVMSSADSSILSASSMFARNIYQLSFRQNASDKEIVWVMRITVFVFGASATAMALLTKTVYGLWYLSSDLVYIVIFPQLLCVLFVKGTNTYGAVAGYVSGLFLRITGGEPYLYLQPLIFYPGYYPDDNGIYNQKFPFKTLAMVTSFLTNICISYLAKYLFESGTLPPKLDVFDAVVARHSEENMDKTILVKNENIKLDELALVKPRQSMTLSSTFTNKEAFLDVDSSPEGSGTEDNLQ
OX1R antag-1 = antagonists of human orexin 1 receptor; O43613; CHO/OX1R cells, Fluo-8 calcium fluorescence, orexin A; inhibition, % at 5 µM; actives 0.43% (n = 330,000); AID 434989;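 active = inhibition above its plate's threshold, mean inhibition of all tested compounds on the plate plus 3 SD, cut at about 37% in these data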;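 also: 0% = orexin A challenge wells and 100% = SB-334867-A antagonist wells; not every result past the cut was called active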
Target sequence (O43613 whole entry, looked up): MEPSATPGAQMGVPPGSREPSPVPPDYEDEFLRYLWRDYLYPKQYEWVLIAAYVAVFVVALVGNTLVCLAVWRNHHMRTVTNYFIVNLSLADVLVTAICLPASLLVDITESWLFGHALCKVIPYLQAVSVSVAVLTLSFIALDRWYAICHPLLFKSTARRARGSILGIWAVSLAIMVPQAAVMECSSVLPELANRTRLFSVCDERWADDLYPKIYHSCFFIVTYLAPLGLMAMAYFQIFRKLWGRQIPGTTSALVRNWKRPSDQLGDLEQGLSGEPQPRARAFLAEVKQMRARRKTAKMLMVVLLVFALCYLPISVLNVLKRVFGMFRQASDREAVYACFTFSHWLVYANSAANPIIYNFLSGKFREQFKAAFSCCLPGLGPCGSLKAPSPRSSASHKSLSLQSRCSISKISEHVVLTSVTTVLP
OX1R antag-2 = blocks the human orexin 1 receptor | OX1R-expressing cells, FRET antagonist read-out | O43613 | inhibition, % at 6.6 µM | actives 1.8% (n = 330,000) | AID 485270; in the data active = inhibition mostly above about 38%, no sharp cut-off; inactive = mostly below about 40%;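 also: 0% = agonist challenge alone and 100% = reference antagonist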
The depositor's hits bear a star; i = inactive; · = no result given.

Compound	CHT allo act	OX1R antag-1	OX1R antag-2
Cc1cc(C)n2nc(SCC(=O)N3CCCC3)nc2n1	·	-20	5
COc1cc(NC(=O)CN2C(=O)NC(c3ccccc3)(c3ccccc3)C2=O)cc(OC)c1	i	-21	23
CCC(C)N(C(=O)COC(=O)c1ccccc1SCC(=O)N1CCCC1)C1CCS(=O)(=O)C1 (centres undefined)	i	-1	8
COc1ccc(-c2nnc(SCC(=O)NC(C)c3ccccc3)o2)cc1 (centres undefined)	i	4	17
CC1(C)CC(=O)C(Sc2ccc(Br)cc2)=C(O)C1	i	1	8
CCc1ccc(NC(=O)CSc2nnc(CNC(=O)c3cccs3)o2)cc1	i	-5	15
O=[N+]([O-])c1cccc(-c2noc(-c3cccs3)n2)c1	i	-13	12
Cc1ccc(OCC(=O)N/N=C/c2cc([N+](=O)[O-])ccc2N2CCCCC2)cc1	i	-27	12
COc1cccc(NC(=O)Nc2cc(C(=O)O)ccc2C)c1	i	-13	5
CCC(C)(C)NC(=O)C(C)OC(=O)c1nsc(Cl)c1Cl (centres undefined)	i	-24	21
CN(C)c1ccc(C(CNC(=O)c2ccccc2)c2c[nH]c3ccccc23)cc1 (centres undefined)	i	3	23
CCOc1ccc(N(CC(=O)NC2CCCCCC2)S(=O)(=O)c2ccccc2)cc1	i	-21	4
C=CCNc1oc(-c2cccc(Cl)c2)nc1C#N	·	9	10
CCc1nc2ccccc2c(C(=O)OCC(=O)Nc2ccc(S(=O)(=O)N3CCOCC3)cc2)c1C	i	-20	18
O=C1CC(=O)CC(c2ccco2)C1	i	-8	8
CCSc1ccc([C@@H]2[C@@H]3C(=O)N(C)C(=O)[C@@H]3[C@]3(C(=O)OC)CCCCN23)cc1	i	13	5

Nothing new here: 4 of the compounds above.
Compound	CHT allo act	OX1R antag-1	OX1R antag-2
CCC(C)(C)NC(=O)C(C)OC(=O)c1nsc(Cl)c1Cl (centres undefined)	i	-24	21
CN(C)c1ccc(C(CNC(=O)c2ccccc2)c2c[nH]c3ccccc23)cc1 (centres undefined)	i	3	23
CCOc1ccc(N(CC(=O)NC2CCCCCC2)S(=O)(=O)c2ccccc2)cc1	i	-21	4
C=CCNc1oc(-c2cccc(Cl)c2)nc1C#N	·	9	10

The results go on:
Compound	CHT allo act	OX1R antag-1	OX1R antag-2
CC1CCC(C(=O)NC(C(=O)N2CCc3ccccc3C2)C(C)C)CC1 (centres undefined)	i	-21	18
Cc1ccc(NC(=O)CSc2ncc(S(=O)(=O)c3ccccc3)c(=O)[nH]2)cc1C	i	4	13
COC(=O)[C@@]1(Cc2ccc(OC)cc2)[C@H]2c3cc(C(=O)N(C)C)[nH]c3C[C@H]2CN1C(=O)c1ccccc1	i	-14	11
CCCOc1cccc(-c2cc(C(=O)NN)c3ccccc3n2)c1	i	-42	17
O=C(O)c1cc(N/N=C/C=C/c2ccccc2[N+](=O)[O-])ccc1Cl	i	-8	12
COc1ccc(NC(=O)Cn2nnc(C(=O)NCc3cccs3)c2N)c(OC)c1	i	-21	4
COc1ccccc1NC(=S)NC(=O)/C=C/c1cccs1	i	-27	20
Cc1cnn(-c2cc(N/N=C/c3ccc(F)cc3)ncn2)c1	i	-6	17
CN(c1ccccc1)S(=O)(=O)c1cccc(C(=O)OCC(=O)NCc2ccc3c(c2)OCO3)c1	i	-4	35
CCOCCCNC(=O)CN1C(=O)/C(=C/c2ccccc2)Sc2ccccc21	i	12	81*
CSCCC(NC(=O)c1ccccc1Br)C(=O)N1CCC(C)CC1 (centres undefined)	i	-18	10
C/C(Cn1cnc([N+](=O)[O-])n1)=N\NC(=O)c1ccc(F)cc1	i	-23	15
CN1CCN(C(=O)C2=C[C@H](c3ccc(Br)cc3)C[C@H](OCCCCO)O2)CC1	i	-26	22
Cc1cccc(C)c1NC(=O)CN(C)C(=O)C1CCN(c2ncnc3sc(C)c(C)c23)CC1	i	-29	11
CC[C@]1(C(=O)OC)[C@H]2C(=O)N(Cc3ccccc3)C(=O)[C@H]2[C@H]2CN=C(SCc3ccc(C)cc3)N21	·	-17	3
COC(=O)c1ccccc1NCCO	i	-5	-2
COc1ccc(C2=NN3C(=O)c4c(ccc(OC)c4OC)C3C2)cc1 (centres undefined)	i	-17	25
CCCCOc1ccc(Cl)cc1Nc1nc(NCCO)nc(N2CCCC2)n1	i	-17	13
CCSc1nnc(NC(=O)c2cc(-c3ccccc3O)n[nH]2)s1	i	-13	22
COc1cc2cc(CCOC(=O)c3ccco3)oc(=O)c2cc1OC	·	-4	2
C/C(=N\NC(=O)c1nnn(-c2nonc2N)c1-c1ccccc1)c1ccccc1O	i	5	26
CCCC(=O)Nc1ccc(C(=O)NCCc2ccc(F)cc2)cc1	i	12	-3
COc1ccc2nc(SCC(=O)Nc3ccc(S(=O)(=O)N4CCCC4)cc3)c(C#N)cc2c1	i	9	16
CN(CC(=O)N1CCN(c2ccc(F)cc2)CC1)S(=O)(=O)c1ccc(F)cc1	i	-1	11
CC(NC(=O)COc1ccccc1)C(=O)OCC(=O)c1cc2ccccc2o1 (centres undefined)	i	-3	17
O=c1[nH]c(=O)n(C2C[C@H](O)[C@@H](CO)O2)cc1C(F)(F)F (some centres undefined)	i	-2	13
CCOC(=O)N1CCN(c2c(N3CCN(c4ccc(F)cc4)CC3)c(=O)c2=O)CC1	i	-17	10
Cc1nc(N2CCN(C)CC2)c2c(C)c(C(=O)Nc3ccc(C)c(F)c3)sc2n1	i	-10	19
Cc1cc(C)n2nc(SCc3nnc(-c4ccccc4Br)o3)nc2n1	i	-41	9
O=S1(=O)NC(=NCC(c2ccco2)N2CCCCC2)c2ccccc21 (centres undefined)	i	-14	15
O=C(NCc1ccccc1)Nc1cccn(Cc2ccccc2F)c1=O	i	-22	28
O=C1NN(c2cccc(Br)c2)C(=O)/C1=C\c1ccc(N2CCOCC2)cc1	i	-11	6

Brought forward from above: 3 compounds, followed by the next part.
Compound	CHT allo act	OX1R antag-1	OX1R antag-2
O=S1(=O)NC(=NCC(c2ccco2)N2CCCCC2)c2ccccc21 (centres undefined)	i	-14	15
O=C(NCc1ccccc1)Nc1cccn(Cc2ccccc2F)c1=O	i	-22	28
O=C1NN(c2cccc(Br)c2)C(=O)/C1=C\c1ccc(N2CCOCC2)cc1	i	-11	6
O=S(=O)(CC(CN1CCCCC1)N1CCCCC1)c1ccccc1 (centres undefined)	i	1	10
O=c1c(Cl)cc(Cl)nn1-c1ccccc1	i	-5	57
COc1cccc(NC(=O)c2ccccc2NC(=O)c2ccncc2)c1	·	-21	3
Nc1nnc(SCC(=O)N2CCCCC2)s1	i	11	5
CCOC(=O)N1c2ccccc2C=CC1OCC (centres undefined)	i	-17	8
CCCN(Cc1cc2ccc(C)cc2[nH]c1=O)C(=O)c1cccnc1	i	0	6
COc1cccc(CNC(=O)Cn2ccc3cc(S(=O)(=O)N4CCCC4)ccc32)c1	i	-10	27
CCn1nnnc1SCC(=O)Nc1nc2ccccc2s1	i	-6	1
O=C(Nc1ccc(Cl)cc1)c1cc2c(cc1O)[nH]c1ccccc12	i	55*	52*
Cc1ccc(/C=N\NC(=O)CC(=O)NCCc2ccccc2)cc1	i	-15	11
Cc1ccc(NC(=O)C2CC(=O)N(C(C)C)C2)cc1C (centres undefined)	i	-26	0
C[C@@H](NS(=O)(=O)c1ccc(Br)cc1F)[C@@H](O)c1ccccc1	·	-19	8
Cc1ccc(S(=O)(=O)Nc2ccccc2C(=O)N2CCCCC2C)c(C)c1NS(C)(=O)=O (centres undefined)	i	-7	13
CC1CCCC(C)N1C(=O)COC(=O)c1ccc(F)c(S(=O)(=O)N2CCOCC2)c1 (centres undefined)	i	-3	12
O=C(CSc1nnc(-c2ccc(Cl)cc2)n1-c1ccccc1)N/N=C/c1ccccc1C(=O)O	i	-19	19
CC(=O)OCc1c(F)c(F)c(-n2nc(C)cc2C)c(F)c1F	i	1	7
Cc1cc(C)c(S(=O)(=O)N2CCN(c3ccccc3)CC2)c(C)c1	i	-2	-1
COCC(C)NC(=O)c1cc2c(ccc3ccccc32)oc1=O (centres undefined)	i	-35	35
CSCC(=O)N1CCCC(CO)(CCCc2ccccc2)C1 (centres undefined)	i	-12	11
O=C(Nc1cc(Cl)ccc1F)c1ccc(-n2cncn2)c([N+](=O)[O-])c1	i	-23	28
COc1ccc(C(=O)NCCCOc2cccnc2)cc1OC1CCN(C(C)=O)CC1	i	-15	19
CC(=O)c1ccc(OCC(=O)NCC(c2ccco2)N2CCCCC2)cc1 (centres undefined)	i	-13	5
CCOC(=O)Oc1ccc(C(=O)OCCCN(C)C)cc1OC	i	-6	20
O=C(CCc1ccccc1)N[C@@H]1c2ccccc2CC[C@@H]1OCc1ccccc1	·	11	22
O=C(Nc1ccnc(-c2cccnc2)n1)c1ccccc1Cl	i	-26	12
Cc1ccc(Cn2nnc3c(=O)n(Cc4cccc(C)c4)cnc32)cc1	i	-15	9
Cc1ccc(C)c(NC(NC(=O)c2cccnc2)C(Cl)(Cl)Cl)c1 (centres undefined)	i	0	9
Cc1cccc(C)c1NC(=O)CN(C)C(=O)CSCc1c(C)noc1C	i	-17	17
O=C1CCCC2=C1C(c1ccncc1)Nc1ccccc1N2 (centres undefined)	i	-4	-2
CCc1ccc(C(=O)NNC(=O)CCN2CCN(Cc3ccccc3)CC2)cc1	i	-41	14
O=C(Nc1ccccc1)N1CCC(C(=O)N2CCN(S(=O)(=O)c3cccc(F)c3)CC2)CC1	i	-23	3
COc1ccc(-c2cc(C(=O)N3CCN(Cc4ccc5c(c4)OCO5)CC3)on2)cc1OC	i	-24	4
Cn1c(O)c(N=NC(=O)CNC(=O)c2ccccc2)c2ccccc21	i	-16	48*
CCOC(=O)c1cnc(-n2nc(C)cc2C)nc1Nc1cccc(C(=O)O)c1	i	-3	7
CCOC(=O)c1ccc(S(=O)(=O)Nc2cc(C(=O)O)ccc2Cl)cc1	i	-12	12
COc1ccccc1-n1c(CNC(=O)c2ccco2)nnc1SCC(=O)Nc1cc(C)ccc1C	i	-22	10
S=C(c1cn(CCOc2cccc3ccccc23)c2ccccc12)N1CCCC1	i	-6	9
C[C@@H](C(=O)Nc1ccc2ccccc2c1)[C@@H]1C[C@@]1(C)[C@@H](NC(=O)c1ccccc1)c1ccccc1	i	-19	21
O=C(c1ccccc1)N1CCC(c2nc3c(nnn3Cc3ccccc3Cl)c(=O)[nH]2)CC1	i	-34	13
O=[N+]([O-])c1ccc(O)c(-c2cc(C(F)(F)F)nc(-c3ccccc3)n2)c1	i	21	-26
COc1ccccc1CC(=O)Nc1ccc(NC(=O)c2cccs2)cc1	i	-6	13
O=[N+]([O-])c1ccc2nc(-c3ccccc3)[nH]c2c1	i	-15	9
N#C/C(=C/c1cn[nH]c1-c1ccc(Br)cc1)C(=O)O	i	-1	31
COC(CNC(=O)C1CCN(S(=O)(=O)c2cccc3nsnc23)CC1)OC	i	-8	36
Cc1ccc(/C=C2\SC(=S)N(CC(=O)Nc3cccnc3)C2=O)cc1	i	-7	23
O=C(CCc1ccccc1)NCc1ccccn1	i	-20	9
CS/C(N)=N/C(=S)Nc1cccc(Cl)c1	i	-7	2
CCN(CC)CCCNCC(=O)Nc1cc(C)on1	i	4	22

Random excerpt: 2 records from the list, in no set order.
Compound	CHT allo act	OX1R antag-1	OX1R antag-2
CS/C(N)=N/C(=S)Nc1cccc(Cl)c1	i	-7	2
O=[N+]([O-])c1ccc2nc(-c3ccccc3)[nH]c2c1	i	-15	9

Next part:
Compound	CHT allo act	OX1R antag-1	OX1R antag-2
Cc1ccc(N2C(=O)CC3(CCCC3)CC2=O)cc1	i	1	15
C[n+]1cc(C(=O)N2CCCCC2)ccc1/C=C/c1c[nH]c2ccccc12	i	0	69*
O=C(Nc1nc2c(ccc3ccccc32)s1)c1cc([N+](=O)[O-])ccc1N1CCOCC1	i	-7	22
Cc1cc(C)nc(N2CCC(C(=O)N3CCN(c4cc(Cl)ccc4C)CC3)CC2)n1	i	-16	11
CCCn1c(NC(=O)C2CCN(C(=O)c3ccc(F)cc3)CC2)nc2ccccc21	i	-14	-3
COc1ccc(-c2nc(C#N)c(N3CCCCCC3)o2)cc1	i	-13	24
CN(CC(=O)Nc1ccccc1C(F)(F)F)C(=O)c1ccc(N2C(=O)CCC2=O)cc1	i	-7	10
Cc1cccc(OCc2nnc(N)s2)c1	i	15	4
Cc1cc(C)nc(NS(=O)(=O)c2ccc(NS(=O)(=O)c3ccsc3)cc2)n1	i	5	2
CCOc1ccc(N2C(=O)CC(n3ccc(C)n3)C2=O)cc1 (centres undefined)	i	-12	2
COc1cc(C(=O)N2CCN(C/C=C/c3ccccc3)CC2)cc(OC)c1C	i	-38	16
O=C(CN1C(=O)NC2(CCCCC2)C1=O)NCc1ccc2c(c1)OCO2	i	-5	7
O=C(CSc1n[nH]c(=O)[nH]c1=O)NC1CC1	i	-1	6
CCOC(=O)C1=NN(C(=O)COc2ccccc2)C(O)(c2ccc(Br)cc2)C1 (centres undefined)	i	-27	3
Cc1cc(=O)oc2cc(OC(C)C(=O)Nc3nccs3)ccc12 (centres undefined)	i	-10	11
